High-throughput results (PubChem)
rCAG binder – r(CAG) repeat RNA binding | TO-PRO-1 dye displacement fluorescence | 370,000 tested, 1.3% active | inhibition, % at 3 µM;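 active = inhibition above the plate cutoff, the mean of all test compounds on that plate plus 3 SD, cut at about 35% in these data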;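 note: 0% = DMSO alone and 100% = 100 µM mitoxantrone as full dye displacement; higher means more dye released from RNA so lower well fluorescence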
UHRF1 binding – human UHRF1 methylated DNA binding inhibitors. Q96T88. UHRF1 binding to methylated oligo, TR-FRET. inhibition, % at 4.4 µM. 370,000 tested, 0.75% active. AID 687016; in the data active = inhibition above about 21%;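 note: UHRF1 SRA domain binding a hemimethylated CpG hairpin DNA probe; 0% = median of test compound wells and 100% = reference inhibitor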
ABHD4 inh – ABHD4 (mouse) inhibition, primary FP screen; inhibition, % at 8.92 µM; 370,000 tested, 0.54% active; Q8VD66; purified mABHD4, FP-Rh probe fluorescence polarization;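 active = inhibition exceeding the mean over every tested compound plus 3 SD, cut at about 30% in these data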;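 note: 0% = plate median of compound wells and 100% = S159A mutant with DMSO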
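Assay system: mABHD4 protein; medium: HEPES pH 7.0, NaCl, Pluronic buffer; dosing: 8.92 µM, single dose; schedule: 45 min + 60 min at 25 °C; signal: FP readout, ex 525 nm / em 598 nm; read-out: normalized percent inhibition of probe labeling; repeats: single replicate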
PRMT1 FP inh – inhibitors of human PRMT1. recombinant PRMT1, activity-based probe fluorescence polarization. 370,000 tested, 1.3% active. Q99873. inhibition, % at 2.79 µM;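 active = inhibition above about 21% made by adding two undisclosed values, limit read from the data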
MBD2 DNA inh – MBD2-methylated oligo binding inhibition | 370,000 tested, 0.31% active | inhibition, % at 4.4 µM | TR-FRET, MBD2 binding to methylated oligonucleotide; in the data active = inhibition above about 13%
Target sequence (Q9UBB5 whole entry, looked up): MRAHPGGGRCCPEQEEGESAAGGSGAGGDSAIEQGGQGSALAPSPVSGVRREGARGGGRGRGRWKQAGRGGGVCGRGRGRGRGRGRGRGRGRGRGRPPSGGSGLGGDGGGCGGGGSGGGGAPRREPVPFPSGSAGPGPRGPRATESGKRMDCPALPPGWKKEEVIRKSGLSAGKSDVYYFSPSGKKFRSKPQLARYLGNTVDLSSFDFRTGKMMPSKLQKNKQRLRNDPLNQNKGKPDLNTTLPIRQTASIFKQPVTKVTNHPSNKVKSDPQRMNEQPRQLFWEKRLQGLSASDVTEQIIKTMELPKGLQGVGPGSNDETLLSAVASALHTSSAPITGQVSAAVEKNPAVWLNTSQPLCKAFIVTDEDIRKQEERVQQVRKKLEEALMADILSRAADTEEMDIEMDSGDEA
TCR CD3 inh – inhibitors of human TCR-CD3 interaction; TAMRA-labeled TCR probe fluorescence, biochemical; inhibition, % at 9.4 µM; 360,000 tested, 0.37% active; AID 651800; in the data active = inhibition above about 19%;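 note: recombinant mutant TCR 2C K166C tagged with TAMRA read by polarization; 0% = receptor in buffer alone and 100% = receptor with positive control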
HTRA1 inh – HTRA1 (human) protease inhibition; Q92743; inhibition, % at 5.96 µM; recombinant HTRA1, FP-rhodamine activity-based probe, fluorescence polarization; AID 504803; 340,000 tested, 0.5% active; in the data active = inhibition above about 36%;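 note: 0% = enzyme with DMSO and 100% = wells lacking enzyme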
LEDGF integ inh – blocks HIV-1 LEDGF/p75-dependent DNA integration; AID 743269; TR-FRET IN-LEDGF/p75 DNA integration, Eu/Cy5; 370,000 tested, 0.64% active; inhibition, % at 3.7 µM;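 active = inhibition above the screen-wide mean plus 3 SD, cut at about 13% in these data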;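 note: signal is the Cy5 over europium emission ratio at 671 and 618 nm; 0% = plate median of compound wells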
Rev-erbA mod – modulators of human Rev-erb alpha DNA binding; P20393; Rev-erbα–FITC-DNA binding, fluorescence polarization, 90 min; 370,000 tested, 0.79% active; activity, % at 10 µM;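 active = activity above about 14%, limit read from the data; passing the limit was not always enough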;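 note: 0% = DMSO wells with 35 nM protein and 100% = DMSO wells with 750 nM protein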
Target sequence (P20393 whole entry, looked up): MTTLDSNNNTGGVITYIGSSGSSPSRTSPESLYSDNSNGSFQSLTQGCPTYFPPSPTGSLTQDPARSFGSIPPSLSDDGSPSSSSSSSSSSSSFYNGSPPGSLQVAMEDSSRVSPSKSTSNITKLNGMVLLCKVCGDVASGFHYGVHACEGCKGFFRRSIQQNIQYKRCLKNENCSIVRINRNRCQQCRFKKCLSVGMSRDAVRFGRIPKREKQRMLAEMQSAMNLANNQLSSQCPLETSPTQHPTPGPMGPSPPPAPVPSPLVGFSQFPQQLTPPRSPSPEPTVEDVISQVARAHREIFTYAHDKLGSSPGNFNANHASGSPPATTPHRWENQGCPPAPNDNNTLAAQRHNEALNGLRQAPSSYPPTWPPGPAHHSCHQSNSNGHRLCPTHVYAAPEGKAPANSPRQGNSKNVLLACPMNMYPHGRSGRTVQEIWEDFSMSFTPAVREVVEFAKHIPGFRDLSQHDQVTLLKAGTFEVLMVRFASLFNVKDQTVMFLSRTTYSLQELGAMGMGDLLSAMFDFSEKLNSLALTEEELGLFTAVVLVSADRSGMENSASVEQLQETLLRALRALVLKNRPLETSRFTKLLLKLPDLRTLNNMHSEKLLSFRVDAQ
PG9 binder – binds the HIV-1 gp120 antibody PG9. TR-FRET gp120-PG9 antibody binding. inhibition, % at 6.7 µM. 360,000 tested, 0.43% active. AID 624416; in the data active = inhibition above about 8.5%
Active calls of the source: *; · = not tested or not shown; & = joins results of further samples. The list is partial (hit frequency here may not be typical).

SMILES	rCAG binder	UHRF1 binding	ABHD4 inh	PRMT1 FP inh	MBD2 DNA inh	TCR CD3 inh	HTRA1 inh	LEDGF integ inh	Rev-erbA mod	PG9 binder
CN(C(=O)CSc1ncnc2sccc12)C1CCS(=O)(=O)C1 (stereo not drawn)	6	-3	5	-1	-4	1	5	-2	6	-1.3
Cc1ccc(S(=O)(=O)c2nc(-c3ccco3)oc2SC(C)C)cc1	16	1	3	4	-8	4	-21	16*	-6	-11
Cc1cccc(NC(=O)COc2ccc(-c3nn(C)c(=O)c4ccccc34)cc2)c1	0	1	-15	-1	-2	-3	-46	1	4	-4.0
COC(=O)[C@]12CCCCC=C1N(Cc1ccc3c(c1)OCO3)C(=O)[C@H](CC(=O)NCc1cccc(C(F)(F)F)c1)C2	3	0	-12	5	2	1	·	-2	5	-0.2
Cc1csc(NC(=O)c2cccnc2Cl)n1	-3	12	4	3	-3	-3	-1	-6	-7	1.1
Cc1nc(-c2ccc(S(=O)(=O)Nc3ccc(Br)cc3Cl)s2)cs1	74*	-1	-3	1	2	-6	-19	-15	3	-0.6
O=C(NCCCn1ccnc1)c1cc(S(=O)(=O)N2CCOCC2)c(Cl)cc1Cl	3	3	11	3	-1	-12	-2	-4	0	-0.2
CCC(=O)Nc1cccc(NC(=S)NC(=O)c2ccccc2)c1	0	1	-1	-2	1	9	2	-1	-5	-4.4
O=C(C(=O)N1CCN(S(=O)(=O)c2ccc(Cl)cc2)CC1)c1cccc(C(F)(F)F)c1	1	2	-10	2	7	-9	·	-3	-7	0.5
CN(CC(=O)NCCc1ccc(F)cc1)CC(=O)Nc1ccc(F)c(F)c1F	-2	4	5	1	-1	-5	-5	-6	0	0.7
Cc1cc(C)c(CC(=O)c2ccccc2)c(C)c1	1	0	0	-3	-2	-2	2	1	-4	-0.8
COc1ccc2[nH]c3c(c2c1)CCN[C@]31C(=O)N(Cc2cn(Cc3ccccc3)nn2)c2ccc(F)cc21	13	18	8	8	12	·	·	2	-6	·
COc1ccc(S(=O)(=O)NCC(c2ccco2)N2CCc3ccccc3C2)cc1 (stereo not drawn)	-2	-7	-4	-2	4	6	-11	-3	3	0.2
COc1ccc(CCNC(=O)Nc2ccc([N+](=O)[O-])cc2)cc1OC	3	2	6	3	0	-5	-1	0	2	0.5
CCNC(=O)CSc1nnc(C2CC2)n1-c1ccccc1	-1	-1	4	0	1	-5	2	-7	7	0.1
Cc1cccc(N2CCN(C(=O)c3ccc(NC(=O)CC4SC(N5CCCC5)=NC4=O)cc3)CC2)c1C (stereo not drawn)	7	-5	-8	-3	3	-4	-4	2	11	0.3
OCC[C@@H]1C[C@H](O)[C@@H](O)[C@@]2(OCCCc3cc(C(F)(F)F)ccc32)O1	2	-1	6	1	-7	3	·	4	8	-1.0
O=C(CSC(=O)c1ccccc1)Nc1ccccc1F	2	16	4	29*	3	1	-1	-1	-3	-0.9
CC1SC(=NC(=O)C(C)N2C(=O)c3ccccc3C2=O)NC1=O (stereo not drawn)	4	2	1	12	3	104*	8	4	2	1.2
CC1(C)CC(NC(=O)c2ccccc2NS(=O)(=O)c2ccc(Br)cc2)CC(C)(C)N1	1	-2	0	-2	4	3	12	3	-1	0.5
COc1ccc(C2c3c(ncn(CCCN4CCOCC4)c3=N)Oc3ccc4ccccc4c32)cc1OC (stereo not drawn)	-2	1	-3	5	2	17	-13	-9	3	-1.5
Cc1ccc(-n2cc(CNCCN3CCOC3=O)c(-c3cccc(C)c3)n2)cc1	-6	13	5	3	9	0	-13	-4	8	0.9
COc1cccc(CNC(=O)CC2C(=O)NCCN2Cc2ccoc2)c1OC (stereo not drawn)	3	3	1	5	1	-5	5	3	-5	-0.7
CCN(CC(=O)NCc1ccc(Cl)cc1)C(=O)COc1ccc(C)cc1C	-6	-3	1	0	-1	4	-6	2	4	-0.2
COC(=O)C1=C(C(=O)OC)C2C(C)=CC(C)=CN2C(C(=O)OC)=C1C(=O)OC (stereo not drawn)	-3	0	18	4	-1	13	-1	1	3	-1.1
Next part.
SMILES	rCAG binder	UHRF1 binding	ABHD4 inh	PRMT1 FP inh	MBD2 DNA inh	TCR CD3 inh	HTRA1 inh	LEDGF integ inh	Rev-erbA mod	PG9 binder
CC1CCN(C(=O)c2ccc(N3C(=O)c4ccccc4C3=O)cc2)CC1	-7	2	0	4	0	-9	-2	1	4	-0.9
O=C(CCC(=O)N1CCN(c2ccc(O)cc2)CC1)c1cccs1	1	-2	12	11	0	-1	5	-2	-2	0.9
CC1(C(=O)NCc2cccs2)Cc2c(-c3cccc(C(F)(F)F)c3)ccnc2O1 (stereo not drawn)	-1	-1	13	0	-3	-6	·	-2	-5	1.2
CCCNC(=O)N1CCC(n2nccc2NC(=O)CCOc2ccccc2)CC1	-3	1	2	-3	-1	5	4	0	-4	-2.2
CCC/C(C)=C/c1ccc(CC)cn1	3	2	-4	0	-3	-6	0	3	-5	-0.3
O=C(COc1ccccc1Cl)N1CCNC1=O	2	-1	-2	-3	-3	6	1	0	1	0.8
COC(=O)/C=C1\S/C(=N/N=C/c2ccc(Cl)cc2)NC1=O	18	-2	4	1	0	3	-5	1	0	-1.6
CCc1ccc(C(=O)CSc2nc(N)cc(=O)[nH]2)cc1	0	2	-6	8	1	2	0	-5	3	-0.3
Cc1ccc(/C=C(\NC(=O)c2ccc(C)cc2)C(=O)NCCCn2ccnc2)cc1	-4	-1	2	-1	2	2	-2	1	-2	-3.3
CCn1c(NC(=O)c2ccccc2)nc2ccccc21	-3	0	-5	3	4	-7	·	7	0	-0.9
CCc1c(Cl)nc(N)nc1Nc1ccccc1Cl	1	5	-2	-4	-2	-3	0	2	-4	-1.4
O=C(CCS(=O)(=O)c1ccccc1)Nc1nc2c(s1)COc1ccccc1-2	9	-2	-4	7	0	4	-15	0	-1	0.7
Cc1nc(N2CCN(S(=O)(=O)c3cccc4nonc34)CC2)c2c3c(sc2n1)CCCC3	-1	-1	7	-4	-2	-3	0	-3	3	0.1
O=C(CCNC(=O)c1ccc(Br)cc1)Nc1ccc(S(=O)(=O)N2CCCCC2)cc1	3	-1	-2	0	0	0	0	0	2	-0.5
Cc1ccc(-c2[nH]nc3c2C(C)C(C#N)=C(N)O3)cc1 (stereo not drawn)	2	1	3	1	-3	-2	1	2	5	-0.2
CCC(=O)Nc1nnc(S(=O)(=O)N2CCc3ccccc32)s1	8	-2	2	-5	1	7	-3	2	-5	0.2
O=C(O)COc1ccc(-c2nnn(Cc3ccccc3F)n2)cc1	4	1	1	-1	2	8	5	1	-6	-1.0
O=C1N2Cc3ccccc3C2CS(=O)(=O)N1CCc1ccccc1 (stereo not drawn)	-1	-1	-2	-2	3	·	·	4	0	·
CCN(CC(=O)Nc1c(F)cccc1F)C(=O)C1CCN(C(=O)Nc2ccccc2)CC1	1	3	1	-3	0	7	5	2	-1	0.5
O=C(CN1CCN(S(=O)(=O)c2ccccc2)CC1)NC1CC1	-1	-1	-4	-4	0	4	0	2	3	-2.9
Cn1c(=O)c2cc(NC(=S)NC3CCCCC3)ccc2n1Cc1ccc(Cl)cc1	2	-1	27	2	2	-3	·	-1	1	1.6
O=C1C(=O)N(c2ccc(O)cc2)C(c2ccccc2[N+](=O)[O-])/C1=C(\O)c1ccccc1 (stereo not drawn)	4	0	3	7	-4	-7	6	-7	5	0.8
COC(=O)CSc1ncnc2scc(-c3ccccc3)c12	-4	0	-2	-6	7	5	-7	4	3	-2.4
O=C(O)C1CC=CCC1C(=O)N1CC=C(c2ccccc2)CC1 (stereo not drawn)	2	5	1	1	5	1	5	5	-5	-0.7
CCOC(=O)CN1C2=NCCN2c2ccccc21	1	0	-4	0	2	3	0	-2	-2	-2.2
Carrying on:
SMILES	rCAG binder	UHRF1 binding	ABHD4 inh	PRMT1 FP inh	MBD2 DNA inh	TCR CD3 inh	HTRA1 inh	LEDGF integ inh	Rev-erbA mod	PG9 binder
NC(=NCCc1c[nH]c2ccccc12)NC(=O)OCc1ccccc1	2	0	9	3	3	·	·	0	3	·
CN(c1cccc(NC(=O)CN(c2cccc(Cl)c2)S(=O)(=O)c2ccccc2)c1)S(C)(=O)=O	5	2	-4	2	1	-4	-26	-1	0	-1.9
Cc1ccc(-n2[nH]c(C)c(/C=N/NC(=O)c3ccc([N+](=O)[O-])cc3)c2=O)c(C)c1	7	-3	13	1	-4	7	·	-5	3	0.2
Cc1sc2ncn(CC(=O)N3CCN(c4ccccc4F)CC3)c(=O)c2c1S(=O)(=O)N1CCOCC1	0	0	-4	-1	-1	-1	9	2	-1	-2.0
O=C(CC(O)c1ccccc1)Nc1ccccn1 (stereo not drawn)	2	1	2	-2	6	-1	3	0	-3	-2.1
COc1ccc(/C=C2/SC(=S)N(CCCC(=O)N3CCN(C)CC3)C2=O)cc1	-6	-3	-16	-1	-6	5	-9	-1	-2	-3.6
Cc1ccc(OCc2ccc(C(=O)Nc3nccs3)o2)cc1	-1	1	-2	3	0	-9	-4	4	0	14*
COCCNC(=O)CN(C(=O)CCC(=O)Nc1cc(C)on1)c1cccc(C)c1C	-5	-1	8	0	-3	6	-4	-1	1	-2.3
NC(=O)c1cccnc1Oc1ccc(Cl)cc1	-7	3	10	1	2	-10	4	2	-5	-2.5
Cc1ccc(C)c(COC(=O)c2cc([N+](=O)[O-])ccc2N2CCOCC2)c1	-3	0	-4	1	-1	-1	-22	1	-2	0.4
CC(C)OP(=O)(OC(C)C)C(Nc1ccccc1)c1cccc2c1OCO2 (stereo not drawn)	-3	1	-5	0	7	-14	1	2	-2	1.8
CCCc1cc(=O)[nH]c(=S)[nH]1	3	0	4	-1	-1	5	3	2	3&-1	-0.9
COc1ccc(S(=O)(=O)N2CCCC(C(=O)NC3CC3)C2)cc1OC (stereo not drawn)	-3	-3	-3	-1	-6	-10	3	-2	0	0.5
CSc1nc2nccc(-c3ccc(Cl)cc3)n2n1	0	-2	4	-2	2	12	1	0	2	1.0
O=C(OCc1cc2ccccc2[nH]c1=O)c1ccco1	0	-2	5	0	-4	2	-1	1	1	-2.8
COc1ccccc1NC(=O)Cc1nnc(SCC(=O)c2ccccc2)n1C	1	-2	5	0	4	1	1	3	-6	-1.2
O=C(Nc1ccc(NC(=O)C2CCCCC2)nc1)c1ccco1	1	-2	-1	1	-3	4	1	2	8	0.1
CCCCn1c(N)c(N(CC(C)C)C(=O)C2CC(=O)N(c3ccc(CC)cc3)C2)c(=O)[nH]c1=O (stereo not drawn)	-2	1	1	4	5	-6	-3	0	-2	1.2
Cc1ccc(/C=C(\NC(=O)c2ccccc2)C(=O)NCCN2CCOCC2)o1	3	2	-9	-4	0	-6	4	4	2	-0.1

Looked up one by one from above (three):
SMILES	rCAG binder	UHRF1 binding	ABHD4 inh	PRMT1 FP inh	MBD2 DNA inh	TCR CD3 inh	HTRA1 inh	LEDGF integ inh	Rev-erbA mod	PG9 binder
O=C(OCc1cc2ccccc2[nH]c1=O)c1ccco1	0	-2	5	0	-4	2	-1	1	1	-2.8
COCCNC(=O)CN(C(=O)CCC(=O)Nc1cc(C)on1)c1cccc(C)c1C	-5	-1	8	0	-3	6	-4	-1	1	-2.3
CN(c1cccc(NC(=O)CN(c2cccc(Cl)c2)S(=O)(=O)c2ccccc2)c1)S(C)(=O)=O	5	2	-4	2	1	-4	-26	-1	0	-1.9
